hDAT+cocaine: modulates human dopamine transporter uptake under cocaine; AID 449768; 110,000 tested, 1.3% active; LLC-PK1 hDAT cells, [14C]-dopamine uptake with cocaine IC80; actives deviate in either direction; B-score at 10 µM; Q01959;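 active means Z score or B-score, a plate-position-corrected score, falls beyond the plate's 99.7% confidence bounds, in either direction; inactive means both scores lie inside the 99.7% bounds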;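 further: scored against the spread of the other compound wells on the same plate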
Target sequence (Q01959 whole entry, looked up): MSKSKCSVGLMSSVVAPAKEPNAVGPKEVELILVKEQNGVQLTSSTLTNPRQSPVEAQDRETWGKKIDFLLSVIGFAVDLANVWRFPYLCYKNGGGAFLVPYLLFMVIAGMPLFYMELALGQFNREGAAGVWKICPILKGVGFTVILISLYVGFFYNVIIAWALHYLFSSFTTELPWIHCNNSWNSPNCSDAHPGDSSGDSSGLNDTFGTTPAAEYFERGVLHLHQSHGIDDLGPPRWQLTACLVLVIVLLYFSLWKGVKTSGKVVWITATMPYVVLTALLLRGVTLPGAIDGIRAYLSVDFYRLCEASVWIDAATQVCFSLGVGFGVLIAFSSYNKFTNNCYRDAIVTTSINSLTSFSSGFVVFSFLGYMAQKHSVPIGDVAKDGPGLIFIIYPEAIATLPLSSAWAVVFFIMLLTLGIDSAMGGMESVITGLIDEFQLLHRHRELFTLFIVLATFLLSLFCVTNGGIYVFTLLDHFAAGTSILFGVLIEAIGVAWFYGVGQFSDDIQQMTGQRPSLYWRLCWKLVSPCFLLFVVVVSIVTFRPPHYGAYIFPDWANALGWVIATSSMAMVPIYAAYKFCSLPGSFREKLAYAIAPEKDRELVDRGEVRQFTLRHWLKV
E coli WT exp: blocks growth of wild type E. coli BW25113. OD600 absorbance. growth inhibition, % at 100 µM. 98,000 tested, 0.15% active. AID 710;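 active means growth inhibition above about 50% at one test dose, limit read from the data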;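 further: growth measured after 20 h incubation at 37 °C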
Active calls of the source: *; & = joins results of further samples.

Each structure is followed by: E coli WT exp	hDAT+cocaine
> O=C(CN1C(=O)NC2(CCCCC2)C1=O)NCCC1=CCCCC1
 : -1.0	0.869
> c1csc(CSc2nc3ccccc3s2)c1
 : 4.0	-0.297
> Cc1ccc(C(=O)N2CCN(c3cccc(Cl)c3)CC2)cc1C
 : -13.0	0.0364
> CCOC(=O)c1c(C)n(OCc2ccccc2)c2ccc3c(no[n+]3[O-])c12
 : -7.0	-0.153
> CC(C)c1[nH]nc2c1C1(CCN(Cc3ccccc3)CC1)C(C#N)=C(N)O2
 : -1.0	-0.0268
> O=C(COC(=O)c1ccccn1)c1ccc(Br)cc1
 : 5.0	-1.21
> CCOC(=O)N1CCN(c2ncnc3c2oc2nc(C(C)C)c4c(c23)CCC4)CC1
 : -5.0	-0.304
> CSCCOC(=O)c1[nH]c2c(c1C)C(=O)CC(c1ccco1)C2 (stereo not drawn)
 : 3.0	-0.362
> COc1ccc(NS(=O)(=O)c2ccc(OC)c(OC)c2)cc1OC
 : -5.0	0.992
> CCOc1ccc(C2C(C(=O)OC)=CN(CCOC)C=C2C(=O)OC)cc1
 : 0.0	-0.0655
> O=C(O)c1cc(-c2ccc(Cl)cc2)n[nH]1
 : -7.0	-0.694
> Cn1c(Cn2c(=O)sc3ccccc32)nnc1SCC(=O)Nc1cccc(F)c1
 : -4.0	-0.595
> COc1ccc(C2C(C(=O)NCC3CCCO3)CCC(=O)N2c2ccc3c(c2)OCO3)cc1 (stereo not drawn)
 : -3.0	-0.801
> COc1cccc(-c2nnc(N(C)C(=O)C3CCOC3)s2)c1 (stereo not drawn)
 : 4.0	0.6
> CCOc1ccccc1N(CC(=O)Nc1ccc(C)cc1)S(C)(=O)=O
 : -12.0	-0.189
> CCCCn1c(=O)n(CC(=O)Nc2ccc(C)c(Cl)c2)c(=O)c2c1ncn2Cc1ccco1
 : -8.0	0.284
> CC(=O)NC(CCS(C)(=O)=O)C(=O)Nc1ccc(Oc2ccccc2)cc1 (stereo not drawn)
 : -2.0	0.49
> Cc1cc(Nc2ccccc2F)n2ncnc2n1
 : 3.0	-0.88
> Cc1noc(NS(=O)(=O)c2ccc(NC(=O)CCn3c(=O)oc4ccccc43)cc2)c1C
 : -2.0	0.44
> Cc1cccc(-c2nnc(NC(=O)c3ccc(Cl)cc3)o2)c1
 : 30.0	1.88
> N#Cc1c(N)nc(SCc2ccncc2)c(C#N)c1-c1cccs1
 : -11.0	-0.00599
> COC(=O)c1cn(C(=O)c2ccc(Br)o2)c2ccccc12
 : -4.0	0.0851
> Clc1cccc(N2CCN(CCNc3nc4ccccc4n4cnnc34)CC2)c1
 : -10.0	1.11
> Cc1cccc(NS(=O)(=O)c2cccc3cccnc23)n1
 : 2.0	-0.404
> Cc1ccc(CCNC(=O)CCNS(=O)(=O)c2ccc3c(c2)oc(=O)n3C)cc1
 : -3.0	0.0479
> Cc1cc(C)c2cc(CN(CCO)C(=O)Nc3ccc(Cl)cc3)c(=O)[nH]c2c1
 : -4.0	1.43
> Clc1ccccc1Cn1nnc2c(Nc3ccccc3)ncnc21
 : -10.0	0.228
> CCOC(=O)N1CCN(C(=O)C2CCN(C(=O)c3cc4sccc4n3CC)CC2)CC1
 : 6.0	-0.689&-0.636
> O=C(Cn1cc2c(n1)CCCC2)Nc1cc(-c2cccc(Cl)c2)no1
 : 4.0	-0.272
> O=C(Cn1ncc2c(=O)oc3ccccc3c21)N1CCC(N2CCCCC2)CC1
 : -4.0	-0.415
> O=C(CCNS(=O)(=O)c1cccc2nsnc12)NC1CCN(Cc2ccccc2)CC1
 : 5.0	-0.477
> Nc1nncn1C(=O)CCCOc1ccc(Cl)cc1Cl
 : -1.0	0.0396
> O=C(C1CCN(S(=O)(=O)c2cnc[nH]2)CC1)N1CCN(Cc2ccc3c(c2)OCO3)CC1
 : -4.0	0.199
> O=C(Cc1ccc(-c2ccccc2)cc1)NCCN1CCOCC1
 : -3.0	-0.705
> O=C(c1cc(Cl)ccc1Cl)N1CCOCC1
 : 4.0	0.178
> CCN(CC)c1ccc(NC(=O)c2ccc(NC(=O)C3CCCO3)cc2)c(C)c1 (stereo not drawn)
 : 2.0	2.22
> CCC(C)NC(=O)CSc1nnc(-c2ccc(C(C)(C)C)cc2)n1C (stereo not drawn)
 : 4.0	-0.736
> CC1CCN(c2nc(-c3ccccc3)c(C#N)c(=O)[nH]2)CC1
 : -7.0	1
> Cc1ccc(-c2nnc(N3CCN(C(=O)c4ccco4)CC3)c3ccccc23)cc1
 : -4.0	2.87*
> O=C(CSc1ncnc2ccccc12)Nc1ccc(N2CCOCC2)cc1
 : 6.0	-0.231
> CCOC(=O)C1CCN(c2nnc(N3CCCC3=O)s2)CC1
 : 0.0	-0.044
> CC1(C)CC(=O)C2=C(C1)OC(N)=C(C#N)C2c1ccsc1 (stereo not drawn)
 : 4.0	0.0347
> Nc1nc(Nc2ccccc2Br)nc(C(F)(F)F)n1
 : 6.0	-0.755
> CC(=O)c1c(C)[nH]c(C(=O)OCC(=O)Nc2ncc(Cl)c(C)c2Cl)c1C
 : -5.0	-0.364
> Cc1cc2c(c(=O)n1CCc1ccccc1)C(C(C)C)C(C#N)=C(N)O2 (stereo not drawn)
 : -1.0	-0.77
> O=C(CC1(O)C(=O)N(CCc2ccccc2)c2ccccc21)c1ccco1 (stereo not drawn)
 : 7.0	0.00672
> CCOc1cc(/C=C(/C#N)c2ccc(F)cc2)ccc1OCc1ccc(C(=O)O)o1
 : -10.0	1.43
> Cc1ccccc1CSc1nnc(Cn2c(=O)sc3ccccc32)n1C
 : -2.0	-0.651
> CCOC(=O)c1[nH]c(C)c(C(=O)N2CCN(c3cccc(Cl)c3)CC2)c1C
 : 2.0	1.67
> Oc1ccc(C=Nc2ccc(N3CCOCC3)cc2)c(O)c1
 : 10.0	-0.247
> CN(C)S(=O)(=O)c1ccc(S(=O)(=O)N2CCN(CCC#N)CC2)cc1
 : -3.0	0.602
> CCOC(=O)CCc1c(C)nc2c(c(C)nn2C(C)(C)C)c1C
 : 2.0	0.289
> CCCn1cc(S(=O)(=O)CC(=O)N2CCc3ccccc32)c2ccccc21
 : -3.0	-0.822
> CC(C)(C)NC(=O)CSc1nnc(CN2CCCCCC2=O)n1-c1ccccn1
 : 0.0	0.401
> COc1cccc(-c2nnc3sc(-c4cccs4)nn23)c1
 : -1.0	-0.371
> CN(C)CC1(c2ccccc2)CCCC1
 : -2.0	-0.0127
> COc1cccc(C(O)c2cnc(C(C)C)n2C)c1OC (stereo not drawn)
 : 9.0	0.0718
> O=C(NCCc1ccccc1)c1cnc2sccn2c1=O
 : -3.0	0.192
> CC1CCN(C(=O)CSCC(=O)Nc2nc(-c3cccs3)cs2)CC1
 : -12.0	2.07
> CCOC(=O)C1C(C)N=C2SCC(=O)N2C1c1cccc(Br)c1 (stereo not drawn)
 : 6.0	-0.0839

(list continues)
Each structure is followed by: E coli WT exp	hDAT+cocaine
> C(=N\c1nc2ccccc2[nH]1)/c1cccs1
 : 7.0	-0.314
> O=C(c1cccc(Cl)c1)N1CCN(Cc2ccncc2)CC1
 : 4.0	-0.762
> Cc1ccc(-c2nnn(CC(=O)N(c3cccc(F)c3)C(C(=O)NC3CCCC3)c3ccco3)n2)o1 (stereo not drawn)
 : 1.0	0.354
> CCSC1(SCC)N=C(N)C2(C#N)C(c3ccc(OC)c(OC)c3OC)C12C#N (stereo not drawn)
 : -3.0	-0.578
> COc1ccc(OC)c(N(CC(=O)O)S(=O)(=O)c2ccc(OC)c(OC)c2)c1
 : 4.0	0.253
> Cc1ccc(N(C(=O)c2ccc3c(c2)OCO3)C2C=CS(=O)(=O)C2)cc1 (stereo not drawn)
 : 4.0	-0.873
> CC1(C(=O)N(CC(=O)NC2CCCC2)C2CCCC2)CC(=O)N=C2C=CC=CN21 (stereo not drawn)
 : 6.0	0.742
> CCCc1nc2ccccc2c(=O)n1NC(=O)c1c(O)c2ccccc2[nH]c1=O
 : -2.0	1.26
> CCOc1ccc(C2CC(c3ccc(OC)cc3)n3ncnc3N2)cc1 (stereo not drawn)
 : 5.0	1.12
> CC(C)CCC(CCN1CCOCC1)c1ccc2c(c1)OCO2 (stereo not drawn)
 : 7.0	0.119
> O=C(NCCCN1CCOCC1)NC12CC3CC(CC(C3)C1)C2
 : -4.0	-0.177
> O=C1NCCCc2c1oc1cc(Br)c(O)c(Br)c21
 : -20.0	-1.42
> CC12CN3CC(C)(CN(C1)C3c1ccc(Br)cc1O)C2 (stereo not drawn)
 : 23.0	0.279
> CN(C)c1nc(N)nc(-c2cccnc2)n1
 : 2.0	-0.0181
> CCOc1ccccc1NC(=O)C1CCCN1C(=O)OCc1ccccc1 (stereo not drawn)
 : -2.0	1.51
> O=C(CSc1nnc(SCc2ccc(Cl)cc2)s1)N1CCOCC1
 : 2.0	1.21
> CCOC(=O)N1CCN(C(=O)Cn2ncc3ccccc32)CC1
 : -1.0	0.628
> Cc1csc2ncc(C(=O)NCc3ccccn3)c(=O)n12
 : 1.0	-0.00592
> CCOc1ccc(CCNC(=O)C2CCCN(c3nn4c(=O)cc(C)nc4s3)C2)cc1OCC (stereo not drawn)
 : 1.0	1.79
> COc1ccc(S(=O)(=O)n2nc(OC(=O)c3ccc(C)cc3)cc2N)cc1
 : -2.0	0.0255
> CCn1c2ccccc2c2cc(NC(=O)COC(=O)C3CCC(=O)N3)ccc21 (stereo not drawn)
 : -3.0	0.0726
> Cc1nn(Cc2ccc(Cl)cc2)c(C)c1NC(=O)c1noc2c1CCCCC2
 : 10.0	0.169
> COc1ccc(OCCCC(=O)Nc2nnc(C3CCCO3)s2)cc1 (stereo not drawn)
 : 2.0	-0.0765
> O=C(c1ccc(Cl)cc1)c1nnc(-c2ccncc2)o1
 : 2.0	-0.00573
> CC1(C)Cc2cccc(OCC(=O)O)c2O1
 : -8.0	-1.36
> COCCn1c(SCC(=O)Nc2ccc3c(c2)OCCO3)nc2c(c1=O)SC(C)C2 (stereo not drawn)
 : 3.0	0.274
> CC(C)Sc1nc2c(c(=O)n1C)SC(C)C2 (stereo not drawn)
 : 5.0	-0.176
> S=c1nc(-c2ccccc2)n(CCN2CCOCC2)c2c1CCCC2
 : 2.0	-0.388
> CCOC(=O)c1c(NC(=O)CN(CC)CC)sc2c1CCN(C(=O)OCC)C2
 : 1.0	0.564
> CCOc1ccc(Nc2oc(-c3ccco3)nc2C#N)cc1
 : -4.0	0.0295
> CC(=O)NC(N1CCCCC1)C(F)(F)C(F)(F)C(F)(F)C(F)F (stereo not drawn)
 : -5.0	-1.39
> O=C(Cc1coc(-c2ccc(F)cc2)n1)Nc1ccccc1
 : 4.0	1.88
> CC1CN(C2CCN(C(=O)c3ccccc3)CC2)CC(C)O1 (stereo not drawn)
 : -1.0	0.236
> Cc1sc2nc(CSc3nc4ccccc4c(=O)n3CCCN3CCOCC3)[nH]c(=O)c2c1C
 : -9.0	0.268
> CCOC(=O)C(C)NC(=O)C(NC(=O)C1CCC(CC)CC1)C(C)C (stereo not drawn)
 : -1.0	0.993
> O=C(C1COc2ccccc2O1)N1CCN(Cc2ccc3c(c2)OCO3)CC1 (stereo not drawn)
 : 8.0	1.32
> CCn1c(SCC(=O)c2ccccc2)nc2c(c1=O)SC(C)C2 (stereo not drawn)
 : 3.0	0.0353
> Cc1ccc(C(C)C)c(OCC(=O)N2CCOCC2)c1
 : -4.0	-0.164
> COc1cc(NC(=O)C(C)Oc2ccccc2)cc(OC)c1 (stereo not drawn)
 : 2.0	-1.27
> CCc1nnc(SCc2ccc(OC)c(Br)c2)n1N
 : 6.0	-0.163

Profiles from above. Screens in order: E coli WT exp, hDAT+cocaine
Results for `Cc1ccc(C(C)C)c(OCC(=O)N2CCOCC2)c1` = -4.0, -0.164
Results for `COCCn1c(SCC(=O)Nc2ccc3c(c2)OCCO3)nc2c(c1=O)SC(C)C2` (stereo not drawn) = 3.0, 0.274

Next part
Each structure is followed by: E coli WT exp	hDAT+cocaine
> Cc1ccc(S(=O)(=O)C2(C(=O)Nc3cccc(F)c3)CC2)cc1
 : 8.0	0.279
> Fc1ccccc1N1CCN(c2nc3ccccc3n3nnnc23)CC1
 : -14.0	0.556
> COc1ccc(-n2nc3cc(C)c(NC(=O)CC(C)C)cc3n2)cc1
 : -3.0	-0.601
> O=C(Cn1cnc2c(cnn2-c2ccccc2)c1=O)N1CCOCC1
 : -2.0	-0.0276
> Cc1ncc(CO)c2cc(S(=O)(=O)c3ccc(F)cc3)c(=O)oc12
 : -4.0	-0.803
> CCOC(=O)c1ccccc1NC(=O)CN(c1cccc(OC)c1)S(C)(=O)=O
 : -16.0	0.492
> CCOC(=O)N1CCC(Nc2ncnc3c2cnn3-c2ccccc2)CC1
 : -3.0	1.2
> CCCC(=O)NCCc1cc2ccc(C)c(C)c2[nH]c1=O
 : 3.0	0.122
> CCOc1ccccc1N1CCN(C(=O)c2cc(C)oc2C)CC1
 : 2.0	-0.00411
> Cn1c(=O)c2cc(NCc3ccccc3)nnc2n(C)c1=O
 : -6.0	-0.286
> Clc1ccccc1-c1nn2c(-c3ccccn3)nnc2s1
 : -5.0	-0.211
> Cc1ccc2c(c1)CCCN2C(=O)c1ccoc1C
 : -1.0	0.552
> C=CCOc1nc2c(c(=O)n(Cc3ccc(Cl)cc3)c(=O)n2C)n1C
 : -1.0	-0.508
> CCS(=O)(=O)NCC(c1cccnc1)N1CCN(c2ccccc2OC)CC1 (stereo not drawn)
 : -7.0	-0.797
> O=C(Nc1ccc(O)c(C(=O)O)c1)c1ccc2c(c1)C(=O)N(CC1CCCO1)C2=O (stereo not drawn)
 : -6.0	-0.332
> CCOc1ccc(CCNC(=O)CN2CCN(Cc3ccccc3C)C2=O)cc1OCC
 : 9.0	-1.19
> Cc1ccc(N2CC(C(=O)Nc3cc(C)ccc3F)CC2=O)cc1 (stereo not drawn)
 : -12.0	-0.654
> c1ccc(Nc2nc3ccccc3n3cnnc23)cc1
 : -6.0	0.017
> Cc1ccc(S(=O)(=O)N2CCN(C(=O)c3c(C)nn(-c4ccccc4)c3Cl)CC2)cc1
 : -7.0	-1
> CCOC(=O)c1cnc(Nc2ccc(OCC)cc2)nc1C
 : -4.0	0.666
> Cc1ccc2c(c1)c(C)c(C)n2CC(O)Cn1nc(C)cc1C (stereo not drawn)
 : -2.0	-0.229

This is a subset; the hit share may differ from the screen's.
